CXXC DNA block: qHTS Fluorescence Polarization Assay for Inhibitors of MLL CXXC domain - DNA interaction; 0.037% of 290,000 active; Potency, µM (titrated, usually from 115 µM), inactives show at the top dose activity change, negative = inhibition, hits mostly inhibitors; MLL-CXXC / FITC-HOXA9 DNA fluorescence polarization; AID 2662, 2010; Histone-lysine N-methyltransferase 2A (Homo sapiens), Q03164; active = well fitted inhibition curve with a large enough effect in the polarisation, with a control signal flat, not every such curve was filed as active; inconclusive = small, poorly fitted or top-dose-only effect, or effect the other way, or a change in a side signal; inactive = no such curve, though single readings can be large or run the other way; the % refers to the polarisation; also: potency is read from the fitted curve at half-maximal effect
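Steps: dispense CXXC domain solution (7 uM) → pin compounds or unlabeled HOX-A9 DNA control → 5 min ambient → add FLSN-HOX-A9 solution (50 nM) → spin → 30 min ambient → fluorescence polarization. Tris pH 7.5/NaCl/DTT/BSA buffer.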
BRCA1 expr act: qHTS Assay to Identify Small Molecule Activators of BRCA1 Expression | MCF7-BRCA1-FFLuc reporter, luminescence, 48 h; response scale: scaled: vehicle 0%, 10 µM genistein 100% | Potency, µM (highest dose often 46.1 µM), inactives show at the highest dose activation, actives largely listed as activators | 1.1% of 380,000 active | AID 624202, 2012; also: potency is read from the fitted curve at half-maximal effect; nearly all actives have a fitted effect of over 80% in size; some results filed as inactive show a strong effect at the top dose
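Reporter cells (MCF7, BRCA1 promoter-firefly luciferase) received library compounds across a concentration series for 48 h. End-point luminescence was measured and concentration-effect curves derived after normalization.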
B2AR arrestin: qHTS assay of beta-arrestin-biased ligands of beta2-adrenergic receptor. Beta-2 adrenergic receptor (Homo sapiens), P07550. beta-arrestin recruitment to beta2AR, cell-based reporter. Potency, µM (highest dose often 46.1 µM), inactives show at the highest dose activation, actives largely listed as activators. 0.02% of 330,000 active;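 also: potency is read from the fitted curve at half-maximal effect; 0% = DMSO controls and full agonism = EC100 isoproterenol or metaproterenol; nearly all actives have a fitted effect of over 65% in size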
Target sequence (P07550 whole entry, looked up): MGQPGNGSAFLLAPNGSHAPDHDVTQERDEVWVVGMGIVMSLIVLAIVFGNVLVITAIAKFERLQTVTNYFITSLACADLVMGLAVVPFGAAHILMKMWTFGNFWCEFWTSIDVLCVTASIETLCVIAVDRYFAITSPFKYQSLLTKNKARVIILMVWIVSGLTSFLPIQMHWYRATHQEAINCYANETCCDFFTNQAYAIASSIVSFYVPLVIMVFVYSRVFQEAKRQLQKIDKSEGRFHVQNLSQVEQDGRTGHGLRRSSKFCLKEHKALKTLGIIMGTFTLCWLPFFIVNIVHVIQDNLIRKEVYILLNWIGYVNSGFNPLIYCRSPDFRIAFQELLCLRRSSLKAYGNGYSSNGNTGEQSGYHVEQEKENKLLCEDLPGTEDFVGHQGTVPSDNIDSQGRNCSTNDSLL
TSG101-PTAP inh: qHTS Assay for Iinhibitors of HIV-1 Budding by Blocking the Interaction of PTAP/TSG101. Fluorescence polarization, FITC-PTAP peptide / Tsg101 binding. Potency, µM (series often up to 115 µM), without a hit: at the highest dose activity change, negative = inhibition, hits mostly inhibitors. 340,000 tested, under 10 active; active = well fitted inhibition curve with a large enough effect in the main read-out, with a control signal flat, not every such curve was filed as active; inconclusive = small, poorly fitted or top-dose-only effect, or effect the other way, or a change in a side signal; inactive = no such curve, though single readings can be large or run the other way; also: potency is read from the fitted curve at half-maximal effect; % of control where 0% means no effect
Target sequence (Q99816 whole entry, looked up): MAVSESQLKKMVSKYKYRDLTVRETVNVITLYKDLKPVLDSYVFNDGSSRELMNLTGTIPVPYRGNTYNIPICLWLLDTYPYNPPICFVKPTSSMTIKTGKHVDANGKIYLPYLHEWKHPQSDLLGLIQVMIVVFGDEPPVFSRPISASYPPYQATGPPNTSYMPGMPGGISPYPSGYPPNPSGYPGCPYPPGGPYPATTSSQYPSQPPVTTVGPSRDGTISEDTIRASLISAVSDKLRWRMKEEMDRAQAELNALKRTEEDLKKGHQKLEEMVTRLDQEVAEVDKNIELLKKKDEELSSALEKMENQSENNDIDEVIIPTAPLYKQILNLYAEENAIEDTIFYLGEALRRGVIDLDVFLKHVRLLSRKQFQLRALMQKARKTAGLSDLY
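Fluorescence anisotropy tracks displacement of a FITC-tagged PTAP peptide (50 nM) from the Tsg101 binding domain (10 uM), following a 20 min room-temperature incubation at pH 7.5.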
A-T KAP1 phos: qHTS Assay for Identifying a Potential Treatment of Ataxia-Telangiectasia; […] A-T fibroblasts, KAP-1 phosphorylation AlphaLISA; neocarzinostatin DNA damage 30 min before lysis; Potency, µM (doses to about 57.5 µM), without a hit: at the highest dose activation, actives largely listed as activators; 0.19% of 320,000 active; AID 485349, 2010; also: potency is read from the fitted curve at half-maximal effect; % of control where 0% means no effect; nearly all actives have a fitted effect of over 45% in size
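hTERT-immortalized A-T patient fibroblasts ([…]), 500 cells/well in OPTI-MEM, 1% FBS, got compounds for 60 min, then NCS for 30 min at 37C. Lysates were then assayed for phospho-KAP-1 by AlphaLISA (anti-pKAP1 donor, anti-KAP1 acceptor beads), 6 hr at 25C.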
ELG1 DNA repair: qHTS screen for small molecules that inhibit ELG1-dependent DNA repair in human embryonic kidney (HEK293T) cells expressing luciferase-tagged ELG1; 2.3% of 330,000 active; Potency, µM (highest dose often 46.1 µM), inactives show at the top dose activity change, negative = inhibition, actives largely listed as inhibitors; HEK293T ELG1-luciferase reporter, luminescence, 16 h; DNA damage induced by 5-fluorouridine; also: potency is read from the fitted curve at half-maximal effect; % is scaled to controls: 0 for no effect and ±100 for the full control effect; nearly all actives have a fitted effect of over 55% in size
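DMSO vehicle served as the neutral condition. Each well held 2,000 cells given 5-fluorouridine plus compound; after 16 hr at 37 °C/5% CO2, ONE-Glo was added and luciferase measured 30 min later.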
p53 reactivation: qHTS assay for re-activators of p53 using a Luc reporter | 0.063% of 320,000 active | H1299 p53-A138V BP100-luciferase reporter, luminescence, 24 h | Potency, µM (series often up to 92.2 µM), for the others: at the highest dose activity change, positive = activation, hits mostly activators; also: potency is read from the fitted curve at half-maximal effect; % of control where 0% means no effect; nearly all actives have a fitted effect of over 45% in size
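p53-null H1299 cells stably carrying temperature-sensitive p53-A138V and a BP100-luciferase reporter were pinned with compounds (4-point, 1:5 series) and held 24 hrs at 37 deg C. Luminescence was read 10 min after detection reagent.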
TCR activator: Activators of T cell receptors: qHTS campaign. primary human leukocytes, anti-CD3, IL-2 HTRF, 48 h. Potency, µM (series often up to 9.22 µM), for inactives: top-dose activation of IL-2 secretion, most hits filed as activators. 330,000 tested, under 10 active. AID 504894, 2011; also: % of control where 0% means no effect
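Primary human leukocytes were stimulated with a-CD3 beads plus compounds for 48 hr without co-stimulation; secreted IL-2 was quantified by HTRF using a-IL-2-K (europium cryptate) and a-IL-2-d2, excited at 320nm with acceptor emission read at 665nm.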
TRPV1 ag: HTS Assay for Compounds that Act as Agonists of the Vanilloid Receptor 1 | Transient receptor potential cation channel subfamily V member 1 (Homo sapiens), Q8NER1 | TRPV1-expressing cells, Fluo-8 calcium influx, agonist mode | activation, % at 8.33 µM | 0.19% of 320,000 active | AID 540275, 2011; in the data active = activation above about 80%; inconclusive = between about 30% and that limit; also: 0% is about no effect
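Cells expressing TRPV1 were dye-loaded with Fluo-8 and read kinetically: 10 s baseline, 3 min after compound (agonist portion), then 2 min after EC20 capsaicin (allosteric enhancer portion). Calcium-bound dye fluorescence at 480/520 nm.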
Integrin act MD: qHTS for Activators of Integrin-Mediated Alleviation for Muscular Dystrophy. AID 624291, 2012. Potency, µM (highest dose often 38.3 µM), for the others: top-dose activation, most hits filed as activators. 0.064% of 350,000 active. alpha7betagal myoblasts, beta-gal FDG fluorescence, 48 h;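 also: potency is read from the fitted curve at half-maximal effect; 100% = response of the positive control SU9516; nearly all actives have a fitted effect of over 60% in size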
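alpha7betagal+/- myoblasts (passage 13, 250/well) treated 48 h at 37C with compounds at 1:260 dilution of DMSO stock. Lysed, then beta-galactosidase activity read as FDG fluorescence (ex 480/em 540) after 30 min, with pre-read for autofluorescence.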
An asterisk follows results filed as active; ? = inconclusive; . = not tested or not shown; & = joins results of further samples; [ ] = remark or other dose. Unless noted, calls follow the shape of the dose curve; as a rule, active = well fitted curve in the direction sought with a large enough effect; inconclusive = small, poorly fitted or top-dose-only effect, or another doubt; inactive = no such curve, though single readings can be large; an effect the other way counts as inactive or inconclusive.

nr	Structure	CXXC DNA block	BRCA1 expr act	B2AR arrestin	TSG101-PTAP inh	A-T KAP1 phos	ELG1 DNA repair	p53 reactivation	TCR activator	TRPV1 ag	Integrin act MD
1	Cc1ccc(C(=O)N2c3ccccc3NC(=O)C2C)cc1 (stereo not given)	3%	-5%	0.2%	0%	5%	5%	-4%	4%	-4	17%
2	O=C(C1CCN(S(=O)(=O)N2CCC3(CC2)OCCO3)CC1)N1CCC(Cc2ccccc2)CC1	-4%	-56%	0.0%	0%	-2%	?	-3%	-10%	1	-6%
3	COC(=O)C(C)N1C(=O)S/C(=C\c2ccc(-c3ccc(C(=O)O)cc3C)o2)C1=O (stereo not given)	-1%	?	8.5%	0%	-11%	?	14%	5%	4	-1%
4	COc1ccc(Nc2ncnc3sc(-c4ccccc4)cc23)cc1	13%	-27%	-0.1%	-5%	8%	-20%	3%	-5%	3	0%
5	CCOC(=O)c1cc2nc(Nc3ccc(OC)cc3)sc2s1	17%	?	-0.3%	7%	7%	?	11%	5%	6	15%
6	Cc1cccc2cc(C#N)c(N3CCOCC3)nc12	-1%	4%	-0.1%	2%	4%	-1%	16%	-3%	3	-7%
7	Cc1ccc(-c2cc(C(F)(F)F)nn2-c2ccc(S(N)(=O)=O)cc2)cc1	8%&0%	6%	0.3%	-1%	10%	-4%	.	-8%	4	.
8	CS(=O)(=O)NNC(=O)Cn1nnc(-c2cc(C(F)(F)F)cc(C(F)(F)F)c2)n1	-1%	-1%	-0.5%	-1%	2%	5%	-6%	2%	12	14%
9	CC(C)NC(=O)c1ccc(N(Cc2ccc(Cl)cc2)S(C)(=O)=O)cc1	2%	-10%	0.3%	-3%	0%	-7%	-73%[inhibitor]	-2%	3	5%
10	Cn1c2ccccc2c(=O)c2c(=O)n(-c3ccc(F)cc3)c(-c3cccs3)nc21	3%	1%	-0.1%	-3%	-3%	0%	3%	0%	1	-9%
11	COC(=O)c1ccc(NC(=O)CCS(=O)(=O)c2ccc(Br)cc2)cc1	2%	-3%	0.1%	0%	0%	-19%	0%	1%	4	-1%
12	CN(C)C(=O)COc1ccc2ccc(=O)oc2c1	3%	5%	0.4%	-1%	5%	3%	8%	3%	1	1%

New compounds follow
nr	Structure	CXXC DNA block	BRCA1 expr act	B2AR arrestin	TSG101-PTAP inh	A-T KAP1 phos	ELG1 DNA repair	p53 reactivation	TCR activator	TRPV1 ag	Integrin act MD
13	Cc1ccc(CNC(=O)C2CC3Cn4c(nc5cc(Cl)c(Cl)cc54)C3N2C)o1 (stereo not given)	-5%	8%	0.5%	-4%	-23%	-3%	-4%	5%	0	-11%
14	Cc1nc2ccccc2nc1N1CCC(C)CC1	-4%	0%	.	-5%	.	.	.	4%	7	7%
15	N#CC(c1ccccn1)c1ncc(C(F)(F)F)cc1Cl (stereo not given)	-7%	0%	0.5%	-5%	-5%	11%	-1%	2%	20	?
16	COc1ccccc1C(=O)NCC(=O)OCC(=O)Nc1nnc(-c2ccccc2)o1	.	13%	0.1%	-3%	-7%	19%	6%	2%	0	?
17	O=C(N/N=C\c1cccc(Cl)c1)c1n[nH]c2c1CCCC2	10%	?	4.6%	-8%	1%	?	?	8%[46.1 µM]	21	-5%
18	CCN(CC)C(=O)Cn1cc(C(=O)C(=O)N(C)C2CCN(C)CC2)c2ccccc21	8%	3%	0.3%	.	5%	-1%	24%	0%	1	0%
19	Brc1ccc(-c2nnc3n2-c2ccccc2CC3)cc1	-5%	2%	-1.1%	-11%	16%	?	-8%	-2%	-4	-16%
20	NC(=O)c1nn(-c2ccccc2)c(=O)cc1O	?	0%	0.0%	-3%	2%	4%	3%	3%	2	0%
21	Cc1[nH]c2ccccc2c1C(Nc1nccs1)c1ccncc1 (stereo not given)	1%	10%	-0.2%	-4%	1%	-9%	10%	1%[46.1 µM]	-1	-24%
22	Cc1ccc(C(=O)OCC(=O)NCc2ccc3c(c2)OCO3)cc1S(=O)(=O)N1CCOCC1	.	-11%	-0.7%	-3%	-1%	?	1%	.	.	40%
23	O=C(Nc1cc(Cl)ccc1N1CCOCC1)c1ccc(Br)o1	-6%	-17%	0.4%	-2%	-2%	?	16%	-1%	3	?
24	Cc1c(Cl)cccc1NS(=O)(=O)c1ccc(-c2ccc(=O)[nH]n2)o1	2%	7%	-0.1%	-2%	-1%	0%	-3%	3%	0	?

Further records:
nr	Structure	CXXC DNA block	BRCA1 expr act	B2AR arrestin	TSG101-PTAP inh	A-T KAP1 phos	ELG1 DNA repair	p53 reactivation	TCR activator	TRPV1 ag	Integrin act MD
25	CN(C)S(=O)(=O)Nc1ccc(Oc2ccccc2)cc1	5%	-3%	-1.0%	-9%	7%	-2%	15%	11%	-1	-19%
26	COc1ccc(CCN2C(=O)C(C)=C(C)C2=O)cc1OC	-2%	2%	-1.7%	0%	6%	6%	15%	.	1	-18%
27	COc1ccc(-c2csc(NC(=S)NC(=O)/C=C/c3ccco3)n2)cc1Br	3%	-50%	-0.1%	-3%	11%	14%	4%	-3%	0	0%
28	Cc1ccc(-n2c(SCC(=O)N3CCCC3)nc3c(c2=O)SCC3)cc1	3%	.	0.0%	.	2%	10%	-3%	.	1	.
29	CCOC(=O)C1CCN(C(=O)C2(NC(=O)Nc3ccc(F)cc3F)CCCCC2)CC1	4%	-17%	0.3%	0%	13%	16%	7%	2%	-1	4%
30	COc1ccc(C(=O)C[n+]2cccc(C)c2)cc1	0%	-10%	-0.3%	1%	-1%	5%	-2%	0%[46.1 µM]	2	18%
31	COCCCn1c(C)nnc1SCC(=O)NNC(=O)COc1ccc(Cl)cc1	-2%	-1%	-0.3%	-4%	3%	1%	1%	0%	-5	0%
32	C=CCN1C(=O)c2ccc(C(=O)N(CC)CC(=O)Nc3cc(Cl)ccc3C)cc2C1=O	.	-2%	-2.6%	-10%	-2%	10%	-5%	-2%	-9	14%
33	O=C(NCCCN1CCOCC1)C(=O)NCC1OCCN1S(=O)(=O)c1cc(F)ccc1F (stereo not given)	3%	-2%	-0.9%	0%	1%	14%	25%	0%	-1	-5%
34	CN(CCc1ccccn1)Cc1ccc(Cl)cc1	-6%	-4%	.	-3%	.	.	.	2%	5	1%
35	Cc1c(NC(=O)CN2c3ccccc3CC2C)c(=O)n(-c2ccccc2)n1C (stereo not given)	6%	-6%	-0.2%	-1%	-15%	0%	2%	2%	0	-3%
36	COc1ccc(C2CC(c3ccccc3)=NN2C(=O)CSc2nnnn2-c2cccc(C)c2)cc1 (stereo not given)	.	-7%	.	-5%	.	.	.	0%	.	-7%

The list goes on.
nr	Structure	CXXC DNA block	BRCA1 expr act	B2AR arrestin	TSG101-PTAP inh	A-T KAP1 phos	ELG1 DNA repair	p53 reactivation	TCR activator	TRPV1 ag	Integrin act MD
37	CS/C(N)=N/C(=S)Nc1cccc(Cl)c1	-11%	?	4.7%	4%	3%	?	17%	4%	-8	7%
38	O=C(Nc1ccccc1C(=O)NC1CC1)c1ccccc1F	.	-11%	0.5%	1%	5%	6%	0%	-2%	.	-15%
39	COCCCNC(=O)c1ccc(CS(=O)(=O)c2ccccc2C)o1	17%	-2%	0.3%	2%	5%	0%	7%	8%	-2	6%
40	CN1C(=O)NC2C1N(S(C)(=O)=O)CCN2S(C)(=O)=O (stereo not given)	11%	14%	0.2%	-2%	8%	3%	-2%	-15%	0	15%
41	CCOCCCN1CN(Cc2ccco2)CNC1=S	0%	12%	-0.2%	-1%	1%	?	2%	0%	-3	15%
42	N#Cc1ccc(C(=O)Nc2cc(-c3ccc(F)cc3)nn2-c2ccccc2)cc1	.	3%	-0.4%	0%	7%	-12%	3%	2%	-1	8%
43	Cc1nc2scc(C)n2c(=O)c1S(=O)(=O)Nc1ccc(OC(F)(F)F)cc1	9%	2%	-0.1%	-2%	7%	3%	7%	-5%	?	-33%
44	COc1ccc(C)cc1S(=O)(=O)N(C)CC(=O)N1CCC(C(N)=O)CC1	16%	15%	0.1%	-5%	1%	7%	15%	2%	2	5%

Bioassay records from PubChem BioAssay.
